# Anesthetic bind – candidate novel general anesthetic via apoferritin binding; AID 485281; apoferritin/1-aminoanthracene competitive binding, fluorescence; 350,000 tested, 0.074% active; Potency, µM (top dose mostly 77.5 µM), without a hit: at the highest dose activity change, negative = displacement, actives largely listed as inhibitors; P02791; also: potency is read from the fitted curve at half-maximal effect; % is scaled to controls: 0 for no effect and ±100 for the full control effect; nearly all actives have a fitted effect of over 20% in size
# Target sequence (P02791 2-175 limits assumed): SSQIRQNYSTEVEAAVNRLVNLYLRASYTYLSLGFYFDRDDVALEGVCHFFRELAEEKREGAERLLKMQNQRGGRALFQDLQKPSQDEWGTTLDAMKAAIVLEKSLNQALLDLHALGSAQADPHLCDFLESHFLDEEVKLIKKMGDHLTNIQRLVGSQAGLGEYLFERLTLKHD
#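 In PBS, apoferritin at 10 uM is loaded with 1-AMA from a 50% saturated solution. After 10 min of compound exposure at ambient temperature, reduced 535 nm fluorescence indicates probe displacement.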
# D1 ag – activates the human D1 dopamine receptor. P21728. HEK293 T-REx D1 cells, calcium flux, agonist mode. activation, % at 2 µM. 360,000 tested, 1% active; in the data active = activation above about 30%; also: 0% is about no effect
# Target sequence (P21728 whole entry, looked up): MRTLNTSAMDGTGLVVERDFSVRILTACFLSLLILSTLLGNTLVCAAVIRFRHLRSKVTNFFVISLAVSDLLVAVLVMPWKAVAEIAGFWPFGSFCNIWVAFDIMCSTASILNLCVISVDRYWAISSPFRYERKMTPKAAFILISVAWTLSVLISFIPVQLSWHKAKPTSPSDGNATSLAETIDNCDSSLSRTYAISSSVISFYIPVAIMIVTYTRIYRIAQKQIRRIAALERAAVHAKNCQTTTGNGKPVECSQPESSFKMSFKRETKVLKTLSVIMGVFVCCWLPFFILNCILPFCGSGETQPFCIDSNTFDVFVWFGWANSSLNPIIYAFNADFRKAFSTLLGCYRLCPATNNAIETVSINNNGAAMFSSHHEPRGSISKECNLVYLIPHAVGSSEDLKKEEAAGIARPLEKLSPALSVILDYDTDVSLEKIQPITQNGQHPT
#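 Inducible HEK293 T-REx D1 cells, force-coupled to calcium signalling, were plated at 4000 cells/well with tetracycline and held overnight at 30 C. After no-wash calcium dye loading, compound-evoked calcium rise over 180 s flagged agonists.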
# TRHR enhancer – TRH receptor (human) allosteric enhancement | enhancement, % at 2 µM | 360,000 tested, 0.66% active | AID 493056 | TRHR cells, fluo-8 calcium fluorescence, EC20 TRH enhancement | P34981; in the data active = enhancement above about 30%; also: 0% is about no effect
#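 Enhancer read-out: after compound pinning and an initial kinetic agonist-mode read, an EC20 of TRH (10 nM final) was injected and fluo-8 calcium signal (Ex 480/Em 530) followed at 1 s/cycle for 100 cycles in TRHR-expressing cells.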
# TRHR agonist – agonists of human TRH receptor | 360,000 tested, 0.18% active | AID 493084 | activation, % at 2 µM | TRHR cells, calcium flux fluo-8, FDSS agonist mode; in the data active = activation above about 30%; also: 0% is about no effect
#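 TRHR-expressing cells loaded with fluo-8 calcium dye; 23 nL library compound pin-transferred, kinetic FDSS fluorescence (Ex 480/Em 530) recorded about 180 s for agonist-induced calcium release, before a 10 nM TRH EC20 addition for potentiator mode.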
# D1 antag – human D1 dopamine receptor antagonism. HEK293 TREx D1 cells, calcium flux, dopamine EC80; active compounds read low. P21728. AID 504652. activity change, negative = inhibition, % at 10 µM. 360,000 tested, 3.2% active; in the data active = activity change below about -30%; also: % is scaled to controls: 0 for no effect and ±100 for the full control effect
#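 Cells carrying a force-coupled, tetracycline-inducible human D1 receptor report calcium flux. Each well gets a 10 s baseline, compound with 180 s monitoring, then an EC80 dopamine stimulus with a second 180 s kinetic read.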
# RXFP1 ag – activates the human relaxin receptor RXFP1; Q9HBX9; HEK293T-RXFP1 cAMP TR-FRET, 30 min; response scale: percent of porcine relaxin response, buffer zero; Potency, µM (titrated, usually from 57.5 µM), inactives show at the highest dose activation, most hits filed as activators; 370,000 tested, 0.3% active; AID 2676; also: potency is read from the fitted curve at half-maximal effect; % is scaled to controls: 0 for no effect and ±100 for the full control effect; nearly all actives have a fitted effect of over 60% in size; many of its hits are not listed in these tables
#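 HEK293T cells stably expressing RXFP1 were pretreated with the PDE4 inhibitor Ro 20174, exposed to compounds for 30 min at 37C, lysed, and cAMP was read by TR-FRET. Data normalized to buffer (basal) and 29 nM porcine relaxin (100%).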
# RXFP1 antag – blocks the human relaxin receptor RXFP1; Q9HBX9; HEK293-RXFP1, relaxin-stimulated cAMP HTRF, 30 min; active compounds read low; activity change, negative = inhibition, % at 57.5 µM; 350,000 tested, 0.59% active; AID 1259400;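 active = activity change of -60% or lower, but not beyond a set lower limit; inconclusive = change between -60% and -40%, or beyond the set limit; inactive = change above -40%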; also: % is scaled to controls: 0 for no effect and ±100 for the full control effect
# D2 potentiator – positive allosteric modulators of human D2 dopamine receptor; HEK293 T-REx D2, calcium flux, EC20 dopamine potentiation; potentiation, % at 10 µM; P14416; 340,000 tested, 0.34% active;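 active = potentiation over 3 SD above the plate norm, cut at about 30% in these data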; also: 0% is about no effect
# Target sequence (P14416 whole entry, looked up): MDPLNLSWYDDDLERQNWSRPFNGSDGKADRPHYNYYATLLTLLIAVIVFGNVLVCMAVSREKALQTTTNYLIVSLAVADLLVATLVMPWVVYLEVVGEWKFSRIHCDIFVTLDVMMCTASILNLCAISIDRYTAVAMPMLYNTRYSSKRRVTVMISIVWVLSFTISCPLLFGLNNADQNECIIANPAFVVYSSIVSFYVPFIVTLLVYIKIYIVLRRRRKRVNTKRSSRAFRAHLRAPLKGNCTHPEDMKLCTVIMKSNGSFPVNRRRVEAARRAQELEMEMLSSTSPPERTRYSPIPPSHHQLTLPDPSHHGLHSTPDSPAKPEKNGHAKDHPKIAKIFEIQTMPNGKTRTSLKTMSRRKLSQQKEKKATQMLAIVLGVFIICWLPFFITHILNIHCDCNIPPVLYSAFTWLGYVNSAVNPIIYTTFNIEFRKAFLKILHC
#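 Tetracycline-induced Hek293 Trex D2 cells, force-coupled to calcium, loaded with no-wash calcium dye. Compound added with 180 s kinetic read for agonism, then EC20 dopamine and a further 180 s read for potentiation.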
# D1 potentiator – human D1 dopamine receptor positive modulation | P21728 | HEK293 TREx D1 cells, calcium flux, dopamine EC20 potentiation | potentiation, % at 10 µM | 360,000 tested, 0.036% active | AID 504651; in the data active = potentiation above about 30%; also: 0% is about no effect
# * hit, by the source's call; ? = inconclusive; · = no result given. Unless noted, calls follow the shape of the dose curve; as a rule, active = well fitted curve in the direction sought with a large enough effect; inconclusive = small, poorly fitted or top-dose-only effect, or another doubt; inactive = no such curve, though single readings can be large; an effect the other way counts as inactive or inconclusive. Not all compounds are listed; rates above refer to the full screens.
# Every second line gives: Anesthetic bind	D1 antag	TRHR enhancer	RXFP1 ag	TRHR agonist	D2 potentiator	RXFP1 antag	D1 ag	D1 potentiator
- COc1ccc(NS(=O)(=O)c2cccc(C(=O)NCC(c3ccccc3)N(C)C)c2)cc1 (stereo unspecified)
    ·	17	-1	-1.0%	1.2	-17	-10	7	-6
- CC(=O)Nc1ccc(C)cc1NC(C)=O
    10%	19	1	1.2%	0.2	-5	0	2	6
- COc1cc(C(=O)NCC(=O)NCCSc2ccc(Br)cc2)cc(OC)c1OC
    ·	9	2	1.6%	-0.1	-2	3	1	-8
- O=C(NC1CCCC1)C(c1ccncc1)N(C(=O)c1csnn1)c1ccc(F)c(Cl)c1 (stereo unspecified)
    -2%	13	-13	1.8%	0.2	15	14	1	-7
- NC(=O)CC[C@@H]1NC(=O)[C@@H]2CCCN2C(=O)c2cc([N+](=O)[O-])cc(F)c2NCCC[C@@H](C(N)=O)NC1=O
    7%	18	1	-0.1%	0.0	3	·	0	3
- CC1CCCN(S(=O)(=O)c2ccc(S(=O)(=O)N3CCCC3)cc2)C1 (stereo unspecified)
    -5%	-7	0	-0.5%	0.3	-2	-4	1	-8
- COc1ccc(OC)c(-n2c(C)ccc2-c2ccc(S(C)(=O)=O)cc2)c1
    1%	-69*	17	2.8%	-1.0	·	-18	1	-2
- CCOC(=O)Cc1cc(=O)n2[nH]c(C)c(-c3ccccc3OC)c2n1
    -1%	5	3	0.2%	0.2	0	-6	2	0
- Cc1nc(CSc2n[nH]c(=O)n2-c2ccccc2)cs1
    2%	14	4	-2.5%	0.2	-3	-4	3	5
- COc1ccc(N2CC(O)(c3ccc(F)cc3)[N+]3=C2CCCC3)cc1 (stereo unspecified)
    -2%	-4	-6	0.6%	0.7	-19	0	1	-7

# Shown with each value named: part of the list above.
> CCOC(=O)Cc1cc(=O)n2[nH]c(C)c(-c3ccccc3OC)c2n1
  Anesthetic bind: -1%
  D1 antag: 5
  TRHR enhancer: 3
  RXFP1 ag: 0.2%
  TRHR agonist: 0.2
  D2 potentiator: 0
  RXFP1 antag: -6
  D1 ag: 2
  D1 potentiator: 0
> COc1ccc(OC)c(-n2c(C)ccc2-c2ccc(S(C)(=O)=O)cc2)c1
  Anesthetic bind: 1%
  D1 antag: -69*
  TRHR enhancer: 17
  RXFP1 ag: 2.8%
  TRHR agonist: -1.0
  D2 potentiator: ·
  RXFP1 antag: -18
  D1 ag: 1
  D1 potentiator: -2
> CC1CCCN(S(=O)(=O)c2ccc(S(=O)(=O)N3CCCC3)cc2)C1 (stereo unspecified)
  Anesthetic bind: -5%
  D1 antag: -7
  TRHR enhancer: 0
  RXFP1 ag: -0.5%
  TRHR agonist: 0.3
  D2 potentiator: -2
  RXFP1 antag: -4
  D1 ag: 1
  D1 potentiator: -8
> COc1cc(C(=O)NCC(=O)NCCSc2ccc(Br)cc2)cc(OC)c1OC
  Anesthetic bind: ·
  D1 antag: 9
  TRHR enhancer: 2
  RXFP1 ag: 1.6%
  TRHR agonist: -0.1
  D2 potentiator: -2
  RXFP1 antag: 3
  D1 ag: 1
  D1 potentiator: -8

# (next part)
# Every second line gives: Anesthetic bind	D1 antag	TRHR enhancer	RXFP1 ag	TRHR agonist	D2 potentiator	RXFP1 antag	D1 ag	D1 potentiator
- O=S(=O)(NCC1CCCO1)c1cccc(C(F)(F)F)c1 (stereo unspecified)
    -17%	-46*	0	1.0%	-0.1	7	-6	4	-4
- COc1ccccc1NC(=O)C(C)Sc1nnc2ccc3ccccc3n12 (stereo unspecified)
    -6%	0	1	2.7%	0.0	6	-7	-1	0
- COC(=O)CCC(=O)NC(=S)Nc1ccccc1F
    -11%	·	-6	-0.1%	0.6	7	1	0	-6
- Cc1ccccc1CNC(=O)C(=O)NCC1OCCCN1S(=O)(=O)c1cccs1 (stereo unspecified)
    -8%	-19	3	-4.6%	-0.1	·	3	1	-5
- COc1ccc(-c2csc(NC(=O)CSc3nc4ccccc4c(=O)[nH]3)n2)cc1
    -5%	-3	-1	3.6%	-0.1	·	-30	-1	-4
- CC(=O)N1N=C(N)SC1c1cccc([N+](=O)[O-])c1 (stereo unspecified)
    -12%	9	-7	0.6%	-0.3	-7	0	3	-7
- CC(=O)Nc1ccc(S(=O)(=O)N(C)c2nc3ccccc3nc2Cl)cc1
    -17%	-5	1	-0.1%	0.8	-5	3	9	-3
- CCOC(=O)c1c(N/N=C/c2cccnc2)n[nH]c1C
    4%	7	-8	2.2%	0.2	12	3	1	-6
- COc1ccc(NC(=S)NC23CC4CC(CC(C4)C2)C3)cc1OC
    -10%	2	7	2.3%	0.8	7	-6	2	-2
- CSc1ccc(Cn2nnc(C(=O)Nc3ccc(C)c(C)c3)c2N)cc1
    -18%	5	6	0.4%	1.7	1	0	7	2
- Cc1noc(C)c1CSCC(=O)N(C)CC(=O)Nc1cccc(F)c1
    -6%	4	-1	-0.4%	0.1	4	-11	3	-7
- COC(=O)c1c(NC(=O)C2SC(=NC3CCCCC3)C(C(N)=O)=C2N)sc2c1CCCC2 (stereo unspecified)
    -13%	-3	4	-1.9%	0.3	5	-13	2	-4
- Cc1ccc([N+](=O)[O-])cc1NC(=O)c1ccc(-c2ccccc2)cc1
    -7%	-6	-8	0.3%	0.0	-10	?	3	-5
- O=C1/C(=C\c2cccnc2)CN(Cc2ccccc2)C/C1=C\c1cccnc1
    1%	1	14	1.7%	0.9	-2	-10	2	4
- Cc1ccc(N(CC(=O)O)C2SC(=O)NC2=O)cc1 (stereo unspecified)
    3%	-1	-1	-0.5%	0.0	2	3	5	6
- Cc1nc2ccccc2n1/N=C/c1cccnc1
    -7%	2	1	0.5%	0.1	5	-15	1	-4
- CCC(=O)NC(=S)Nc1cccc(NC(=O)c2ccccc2C)c1
    -6%	6	-2	3.0%	0.6	3	6	1	4
- O=C(c1n[nH]c(=O)c2ccccc12)N1CCN(c2ccc(F)cc2)CC1
    -13%	10	-7	0.2%	0.1	-1	4	7	-3
- COc1ccc(CNC(=O)C2CCC(CNc3c(N4CCOCC4)c(=O)c3=O)CC2)cc1 (stereo unspecified)
    -9%	-4	10	-0.1%	0.4	12	-15	1	-2
- O=C(Nc1ccncc1)c1ccc2c(c1)OCCO2
    -12%	-19	-2	-1.9%	0.1	5	-4	7	-1

# As a working copy, 2 of the compounds above:
# Every second line gives: Anesthetic bind	D1 antag	TRHR enhancer	RXFP1 ag	TRHR agonist	D2 potentiator	RXFP1 antag	D1 ag	D1 potentiator
- COc1ccc(CNC(=O)C2CCC(CNc3c(N4CCOCC4)c(=O)c3=O)CC2)cc1 (stereo unspecified)
    -9%	-4	10	-0.1%	0.4	12	-15	1	-2
- O=C(Nc1ccncc1)c1ccc2c(c1)OCCO2
    -12%	-19	-2	-1.9%	0.1	5	-4	7	-1

# Next compounds follow.
# Every second line gives: Anesthetic bind	D1 antag	TRHR enhancer	RXFP1 ag	TRHR agonist	D2 potentiator	RXFP1 antag	D1 ag	D1 potentiator
- COc1cc2c(cc1OC)C1(CCCCC1)CN(C)C2
    4%	20	8	-1.7%	0.6	10	-5	3	-9
- O=C(Nc1ccc(C2=NCCN2)cc1)c1ccc(C(=O)Nc2ccc(C3=NCCN3)cc2)c([N+](=O)[O-])c1
    -15%	3	-6	0.3%	0.9	8	-9	1	-5
- COc1cc(Nc2nc(SCC#N)nc3ccccc23)cc(OC)c1OC
    -12%	-12	4	1.5%	-0.3	-18	-5	0	0
- O=C(CSc1ncnc2c1cnn2-c1ccccc1)Nc1ccccc1
    -1%	-24	-8	7.7%	0.8	1	6	5	-8
- CCOC(=O)CSc1nnc(NC(=O)c2cccc([N+](=O)[O-])c2C)s1
    -6%	-11	-7	0.3%	-0.4	-9	-17	2	-7
- COc1ccc(S(=O)(=O)Nc2ccc3c(c2)OCCO3)cc1Cl
    ?	-32*	2	0.6%	0.0	-4	4	18	-8
- NC(=O)c1cc([N+](=O)[O-])c(Cl)cc1NCc1ccncc1
    ·	-12	-3	-0.1%	0.1	·	·	4	-8
- Cn1ncc(Br)c1C(=O)Nc1c(F)c(F)cc(F)c1F
    -8%	-4	-2	1.6%	-0.3	-5	-5	0	-9
- Cc1ccc2oc(C(=O)Nc3ccc(S(=O)(=O)N4CCCC(C)C4)cc3)cc(=O)c2c1 (stereo unspecified)
    -6%	19	12	0.6%	0.1	-5	-6	2	0
- COc1cc(Cl)c(C)cc1NC(=O)NC1COc2ccccc2C1 (stereo unspecified)
    22%	-3	9	-4.0%	-0.1	-23	-20	1	2
- C/C(=N/NC(=O)c1ccco1)c1ccc(NC(=O)c2ccc(Br)o2)cc1
    -20%	-9	5	0.4%	0.2	1	-4	5	-9
- O=C(c1cccn1-c1nnc(N2CCCCC2)s1)N1CCN(c2ccccc2)CC1
    -13%	2	13	1.5%	-0.7	-8	-8	2	1
- CNc1nnc(C(F)(F)F)s1
    -12%	6	8	-2.7%	-0.5	-8	-12	1	-4
- C/C(=C\c1ccccc1)C(=O)NCCc1ccccc1
    -23%	-6	-1	3.7%	-0.2	4	-2	2	0
- Cc1cccc(NC(=O)c2ccc(S(=O)(=O)N3CCOCC3)cc2)c1C
    -1%	4	-1	0.3%	0.0	-13	-8	1	3
- CCn1c(=O)c(C(=O)NCc2ccc3c(c2)OCO3)c(O)c2ccccc21
    -2%	10	-5	1.9%	0.0	3	1	1	1
- CSCc1ccc(C(=O)N2CCCC(Nc3ccc4c(c3)OCCO4)C2)o1 (stereo unspecified)
    5%	4	1	0.2%	-0.2	-3	-19	2	-6
- COc1ccc(-n2cnc3cc(C(=O)NCCC4=CCCCC4)ccc32)cc1
    ?	-16	3	3.5%	-0.4	5	-23	5	-6
- COc1ccc(C(CNC(=O)C(=O)Nc2ccc3c(c2)OCCO3)N2CCN(C)CC2)cc1 (stereo unspecified)
    ·	1	17	1.0%	0.6	1	-12	7	-2
- COc1ccccc1-c1nn(-c2ccccc2)cc1C(=O)N1CCc2ccccc2C1
    ·	0	3	-3.1%	0.5	-13	5	0	6
- Cc1cc(NC(=O)CN2CCC(n3nnc4cc(C(F)(F)F)ccc43)CC2)no1
    -7%	1	-4	-0.9%	-0.5	-10	-1	0	1
- CCC(CC)C(=O)OCC(=O)Nc1ccc(S(=O)(=O)N2CCOCC2)cc1OC
    -5%	4	1	-0.4%	-0.5	-6	-15	1	3
- COc1ccc(CNC(=O)C(OC(=O)c2ccco2)c2ccc(F)cc2)cc1 (stereo unspecified)
    -7%	-8	-5	-2.9%	-0.6	0	3	3	-5

# High-throughput results deposited in PubChem by National Center for Advancing Translational Sciences (NCATS).
